From PubChem
human PMI inhibitors: human PMI inhibitors, high substrate, primary screen, biochemical, fluorescence intensity, high mannose 6-phosphate (AID 1220); recombinant PMI enzyme, coupled fluorescence intensity; higher % means a stronger effect; 190,000 tested, 0.66% active; inhibition, % at 20 µM, or IC50 in µM where a hit was titrated
Myeloid diff 2: myeloid differentiation induction | ER-HoxA9 myeloid progenitors, lysozyme-GFP differentiation, flow cytometry | 360,000 tested, 1% active | calls only at 10 µM;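 active means normalized GFP-positive differentiation at or above the plate's own cutoff, the solvent-only control mean plus 3 SD; inconclusive means no clear call, values can overlap the other calls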;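 further: cells exposed to compound for four days before flow analysis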
Salmonella PhoP GFP: inhibitors of PhoP regulon expression, primary screen, Salmonella Typhimurium, GFP reporter (AID 1863); S. Typhimurium PhoP-regulated promoter GFP reporter, 4 h; higher % means a stronger effect; 300,000 tested, 0.16% active; one-dose inhibition, % at 50 µM; IC50 in µM for titrated hits;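 active means inhibition over 29.93%, a cutoff 3 SD above the screen mean, later confirmed by dose response; inconclusive means inhibition over 29.93% but no dose response follow-up; inactive means inhibition at most 29.93% or unconfirmed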;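 further: 0% = low Mg2+ inducing control and 100% = high Mg2+ repressing control; strong numbers were not always called active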
TNAP activation fold: stimulation of alkaline phosphatase TNAP activity – biochemical, luminescent, no phosphate acceptor, uHTS, primary screen (AID 1001) | purified TNAP, luminescent activation assay, no phosphate acceptor; higher activation fold means a stronger effect | one-dose activation fold at 20 µM; EC50 in µM for titrated hits | 200,000 tested, 0.03% active; in the data active means activation fold from about 3, or a potency from the dose series; inactive means the rest, 99 in 100 with activation fold below about 1.6; further: many of its hits are not listed in these tables
human PMI inhibition: MPI enzyme activity inhibition – biochemical, fluorescence intensity, coupled assay, primary screen (AID 1209); one-dose inhibition, % at 20 µM; IC50 in µM for titrated hits; 190,000 tested, 0.42% active; purified PMI enzyme, coupled fluorescence intensity; higher % means a stronger effect;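 further: plate controls were DMSO vehicle for no effect and wells lacking substrate for full effect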
Siah-1 displacement: Siah-1 peptide-binding antagonists, primary screen, biochemical, fluorescence polarization, rhodamine-plectin, uHTS (AID 1817); displacement, % at 20 µM; hits with a dose series show IC50 in µM; Siah-1 / rhodamine-plectin peptide fluorescence polarization; higher % means a stronger effect; 290,000 tested, 0.02% active;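 active means displacement of at least 50% at 20 µM, with a fluorescence ratio check between 0.3 and a set limit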;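 further: plate controls were Siah plus tracer with DMSO for no effect and tracer alone without Siah for full effect; strong numbers were not always called active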
RSV CPE inhibition: RSV antiviral activity via CPE protection, HEp-2 cells, primary 10 µM value included (AID 2391); HEp-2 cells, RSV-induced CPE inhibition; higher % means a stronger effect; CPE inhibition, % at 10 µM, or IC50 in µM where a hit was titrated; 310,000 tested, 0.13% active; in the data active means a potency from the dose series; inconclusive means CPE inhibition mostly from about 23% at the one dose, without a potency; inactive means the rest, 99 in 100 with CPE inhibition below about 21%; further: strong numbers were not always called active
WT yeast gro inh: growth inhibition of WT yeast, mitochondrial fusion screen. 190,000 tested, 2.1% active. inhibition, % at 10 µM. mitochondrial fusion phenotypic screen, WT strain; in the data active means inhibition above about 58%; tested in S. cerevisiae
XIAP antagonists: XIAP antagonists, biochemical, IAP family, fluorescence polarization (AID 1018); XIAP BIR domain, fluorescence polarization peptide displacement; higher % means a stronger effect; displacement, % at 20 µM, or IC50 in µM where a hit was titrated; 200,000 tested, 0.007% active; in the data active means displacement above about 50%; further: a part of the inactive calls stands beside numbers as strong as those of hits
WT yeast gro inh mutant strain: also measured in WT yeast gro inh; calls as there; inhibition, %; mitochondrial fusion phenotypic screen, mutant strain inhibition
Myeloid diff 2 GFP+ MAC1+ %: further read-out of Myeloid diff 2, marked with its call; GFP+ MAC1+ double positive, %; measured here: differentiation confirmed by MAC1 staining
Starred values were filed as active, the others as inactive; i = inactive; ? = inconclusive; nt = no result given. Unless noted, no stated cut-off is given here; in the data, active means inhibition above about 50%; inactive means the rest. The order is random; overall some 3.1% were active at least once.

SMILES	human PMI inhibitors	Myeloid diff 2	Myeloid diff 2 GFP+ MAC1+ %	Salmonella PhoP GFP	TNAP activation fold	human PMI inhibition	Siah-1 displacement	RSV CPE inhibition	WT yeast gro inh	WT yeast gro inh mutant strain	XIAP antagonists
CC(=O)Nc1ccc(NC(=O)CN(c2ccc(C34CC5CC(CC(C5)C3)C4)cc2)S(C)(=O)=O)cc1	12%	i	7.5	-7%	1.1	13%	2%	1.4%	-3	36	-4.5%
CCn1nnnc1NCc1cccc(Cl)c1	-3%	i	0.6	4%	1	-8%	-1%	-0.7%	-7	3	-4.0%
OCC1(Cc2ccc(F)cc2)CCCN(Cc2ccc(F)cc2Cl)C1 (stereo unspecified)	nt	i	1.2	1%	nt	nt	-3%	4.9%	nt	nt	nt
COc1cccc(C2/C(=C(/O)c3ccccc3)C(=O)C(=O)N2CCCC(=O)O)c1 (stereo unspecified)	4%	i	1.6	-5%	1	6%	-1%	nt	26	4	-9.0%
CN(Cc1ccccc1)C1CCNCC1	nt	i	0.3	-3%	nt	nt	1%	0.7%	nt	nt	nt
CCC1Oc2ccccc2N(CC(=O)NCCCN2CCN(c3ccc(OC)cc3)CC2)C1=O (stereo unspecified)	nt	i	0.9	-5%	nt	nt	-1%	0.3%	nt	nt	nt
COc1ccc(-c2nn3c(C4CCCCC4)nnc3s2)cc1OC	1%	i	1.4	16%	1.1	4%	-4%	1.7%	0	-4	2.1%
O=C(NCC(=O)N1CCN(c2ccccc2)CC1)c1ccc(Br)o1	nt	i	0.8	-4%	nt	nt	13%	0.8%	nt	nt	nt
Cc1cc[n+](-c2nc3ccccc3nc2C(=C=[N-])C#N)cc1	52%*	i	1.7	7%	0.8	17%	8%	1.0%	-1	14	10%
Cn1c(=O)c2cc(S(=O)(=O)NCCC(=O)Nc3ccc(F)cc3F)ccc2n(C)c1=O	11%	i	0.5	-6%	1.1	4%	-2%	0.2%	0	-9	-6.1%
O=C(CN(C(=O)CNC(=O)c1cccs1)c1cccc(F)c1)NC1CCCCC1	nt	?	nt	2%	nt	nt	7%	1.4%	nt	nt	nt
N#Cc1ccc(OCC(=O)Nc2ccccc2NS(=O)(=O)c2cccs2)cc1	-11%	i	0.5	5%	1.1	-9%	11%	2.4%	-16	-2	-0.2%
COc1cc(-c2nnc(CSc3nc4ccccc4s3)o2)cc(OC)c1OC	18%	nt	nt	0%	1.1	10%	3%	nt	12	1	1.2%
COc1ccc(NC(=O)CCC(=O)c2ccc(C(C)C)cc2)cc1	nt	i	0.4	1%	nt	nt	2%	2.1%	nt	nt	nt
O=C(NC1CCc2ccccc21)c1cc(COc2c(F)cccc2F)on1 (stereo unspecified)	nt	i	0.7	6%	nt	nt	2%	1.7%	nt	nt	nt
COCCN=C1NN=C(c2cc(C)n(CC3CCCO3)c2C)CS1 (stereo unspecified)	55%*	i	0.8	1%	1.1	11%	-2%	0.5%	-8	10	-5.2%
O=C(NCc1nnc(SCC(=O)N2CCCC2)o1)c1ccccc1	nt	i	1.1	4%	nt	nt	-1%	0.5%	nt	nt	nt
CC(=O)CC(C)=NCCN=C(C)CC(C)=O	-2%	i	5.2	12%	1.1	-4%	-2%	0.3%	nt	nt	-1.8%
COc1ccccc1/C=N/NC(=O)CCSc1ccccc1	6%	i	0.1	7%	1.1	19%	8%	2.1%	18	3	-6.9%
COc1ccc(OCc2cc(C(=O)N3CCCC(OC)C3)no2)c2ccccc12 (stereo unspecified)	nt	i	0.5	-1%	nt	nt	4%	3.4%	nt	nt	nt

A few values from the entries so far:
O=C(CN(C(=O)CNC(=O)c1cccs1)c1cccc(F)c1)NC1CCCCC1 in Salmonella PhoP GFP has 2%
COc1ccccc1/C=N/NC(=O)CCSc1ccccc1 in XIAP antagonists has -6.9%

Next compounds follow.
SMILES	human PMI inhibitors	Myeloid diff 2	Myeloid diff 2 GFP+ MAC1+ %	Salmonella PhoP GFP	TNAP activation fold	human PMI inhibition	Siah-1 displacement	RSV CPE inhibition	WT yeast gro inh	WT yeast gro inh mutant strain	XIAP antagonists
CNC(=O)CSc1nnc(C2CC2)n1-c1ccccc1	2%	i	1.1	-5%	1.1	-8%	0%	-1.2%	0	4	1.2%
COC(=O)[C@@H]1[C@@H](C#N)C2(c3ccccc3-c3ccccc32)N(c2ccc(Cl)cc2)N1C#N	-1%	i	1.2	4%	1	1%	1%	-2.8%	74*	30*	-4.3%
COc1ccc(N2CCCn3c2nc2c3c(=O)n(Cc3ccccc3F)c(=O)n2C)cc1	4%	nt	nt	nt	1	9%	-3%	nt	nt	nt	-3.2%
CCc1ccc(Nc2nnc(SCn3nnc4ccccc4c3=O)s2)cc1	4%	i	1.0	-1%	1	8%	-4%	0.0%	14	0	-7.9%
O=C(CSCc1ccc(Br)cc1)NCCc1ccccc1	nt	i	0.3	9%	nt	nt	14%	0.5%	nt	nt	nt
O=C(COC(=O)c1cccnc1Nc1cccc(C(F)(F)F)c1)NCCN1C(=O)CSC1=O	9%	i	0.4	-11%	1.1	2%	-1%	13%	10	14	-3.4%
Cc1cn(C(=O)c2cccc(Br)c2)c(C)n1	5%	i	1.2	-20%	1.1	6%	1%	0.8%	-54	-35	-9.7%
FC(F)(F)c1cccc(NC(=S)NCc2ccccc2)c1	13%	i	0.5	5%	1.1	18%	3%	3.1%	50	28	-6.4%
COc1ccc2c(c1OC)C(=O)N(c1cccc(C)c1)C2=O	-7%	i	0.9	-6%	1.1	1%	-5%	0.7%	14	22	-7.7%
CN(C)Cc1cc(CN(C)C)c(O)c(CCc2ccccc2)n1	-2%	i	0.1	10%	1	-2%	0%	0.9%	-1	0	-2.5%
CC(=O)NC(=S)Nc1cc(C(=O)O)ccc1Cl	-3%	i	0.0	-5%	1.1	-3%	1%	0.5%	-12	-15	-6.1%
COc1cc(Nc2cc(C)nc3ncnn23)cc(OC)c1OC	7%	i	1.7	-6%	1.1	9%	4%	-0.2%	-10	-4	-1.5%
CCN(C(=O)c1cc2c(=O)n3cccc(C)c3nc2s1)C1CCCCC1	nt	i	0.5	3%	nt	nt	0%	5.3%	nt	nt	nt
COc1ccc(C2(C(=O)Nc3ccc(C)cc3)CCOCC2)cc1	0%	i	0.2	-4%	1.1	10%	5%	2.4%	2	5	-3.9%
O=C(Nc1ccc(S(=O)(=O)NCCc2ccccc2)cc1)c1ccncc1	nt	i	0.4	-3%	nt	nt	-3%	1.4%	nt	nt	nt
CCn1c(N2CCN(C(=S)NCCc3ccccc3)CC2)nc2ccccc21	6%	i	1.2	-1%	1.1	8%	2%	?	-5	18	-5.9%
O=C(CSc1nnc2c(Cl)cc(C(F)(F)F)cn12)N(Cc1ccccc1)Cc1ccccc1	-4%	i	0.5	6%	1.1	7%	6%	9.9%	29	-14	-4.2%
CCOC(=O)C(=O)Nc1nc(-c2ccccc2)c(-c2ccccc2)o1	0%	i	0.4	3%	1.2	-4%	5%	1.0%	11	17	-2.1%
Cc1cc(C)cc(NC(=S)N(Cc2ccc(Br)cc2)Cc2ccc(C(=O)O)cc2)c1	-1%	i	0.2	-8%	1	-6%	18%	17%	79*	30*	-3.2%
COC(=O)c1ccc(COc2ccccc2/C=C/C(=O)c2ccc(OCC(=O)O)cc2)cc1	nt	i	0.2	5%	nt	nt	-2%	22%	nt	nt	nt
O=[N+]([O-])c1cc(-c2ncccn2)c([N+](=O)[O-])s1	7.5µM*	i	0.2	-2%	1.1	6.9µM*	-4%	-2.6%	6	-17	-4.0%
COC(=O)C1=C(C)N=c2s/c(=C3\C(=O)Nc4ccccc43)c(=O)n2C1c1ccccc1 (stereo unspecified)	4%	nt	nt	2%	0.9	6%	18%	nt	15	0	2.3%
CCc1n[nH]c2c1C(=O)CC(C)(C)C2	14%	i	0.8	-1%	0.5	15%	-2%	0.7%	-4	3	-3.8%
O=C(N/N=C/c1cc2c(cc1Br)OCO2)C1COc2ccccc2O1 (stereo unspecified)	10%	i	0.4	-8%	1.2	11%	15%	3.6%	30	30	2.7%
O=C(N/N=C\c1cc(Br)c(Br)o1)c1cncc(Br)c1	11%	i	0.0	-3%	0.9	12%	1%	2.6%	4	10	-2.5%
CCOC(=O)/C=C1\SCC(=O)N1CCOc1cccc(Br)c1	5%	i	1.4	-2%	1.1	2%	4%	6.9%	10	8	-3.3%
C=CCN(CC=C)CC(=O)Nc1ccc(S(N)(=O)=O)cc1	-1%	i	0.5	-9%	1.1	-2%	12%	0.4%	-21	-6	-6.4%
O=C(CNCc1ccc(F)cc1)Nc1ccccc1[N+](=O)[O-]	2%	i	0.5	20%	1.1	5%	-2%	0.4%	-2	-2	1.1%
CC(C)CNS(=O)(=O)c1ccc(S(=O)(=O)N2CCN(C3CCCC3)CC2)cc1	nt	i	6.1	-3%	nt	nt	0%	2.1%	nt	nt	nt
COCCNC(=O)CSc1nc(-c2ccccc2)cs1	-1%	i	12	9%	1	-9%	-2%	-0.3%	nt	nt	-5.5%

human PMI inhibition, what is marked active above.
| canonical_smiles | human PMI inhibitors | Myeloid diff 2 GFP+ MAC1+ % | Salmonella PhoP GFP | TNAP activation fold | human PMI inhibition | Siah-1 displacement | RSV CPE inhibition | WT yeast gro inh mutant strain | XIAP antagonists |
| --- | --- | --- | --- | --- | --- | --- | --- | --- | --- |
| O=[N+]([O-])c1cc(-c2ncccn2)c([N+](=O)[O-])s1 | 7.5µM* | 0.2 | -2% | 1.1 | 6.9µM* | -4% | -2.6% | -17 | -4.0% |

(listing goes on)
SMILES	human PMI inhibitors	Myeloid diff 2	Myeloid diff 2 GFP+ MAC1+ %	Salmonella PhoP GFP	TNAP activation fold	human PMI inhibition	Siah-1 displacement	RSV CPE inhibition	WT yeast gro inh	WT yeast gro inh mutant strain	XIAP antagonists
O=C(COc1ccccc1C(=O)N/N=C\c1ccc(O)c(O)c1)N/N=C/c1ccc(O)c(O)c1	23%	i	0.3	-8%	0.1	61%*	50%	4.0%	9	6	2.4%
O=C(N/N=C/c1ccc(OCc2ccccc2)cc1)c1cccs1	-6%	i	2.5	-9%	1	-8%	-2%	-0.7%	-10	2	-4.4%
Cc1ccc(C2C(C#N)=C(N)OC3=C2C(=O)CCC3)s1 (stereo unspecified)	0%	i	0.2	nt	1	0%	3%	1.5%	-9	-8	-2.9%
COc1cccc(Nc2nc(N)c([N+](=O)[O-])c(NCc3ccco3)n2)c1	nt	i	0.4	0%	nt	nt	-4%	50%	nt	nt	nt
O=C(Nc1ccccc1-c1nc2ccccc2s1)c1cccnc1Cl	5%	i	2.2	-4%	1.1	8%	5%	1.2%	-13	8	-12%
CC(C)(C)C(=O)C(CO)(Oc1ccc(Cl)cc1)n1cncn1 (stereo unspecified)	0%	i	2.2	-3%	1.1	-8%	2%	-0.5%	-5	5	-3.3%
